# MsrA inh: bovine MsrA inhibition. inhibition, % at 15.5 µM. 0.75% of 360,000 active. purified bovine MsrA, absorbance read-out; in the data active = inhibition above about 4.5%;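 note: 0% = vehicle wells with enzyme and 100% = reference inhibitor wells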
# SKN-1 block: blocks SKN-1 activity in C. elegans. C. elegans VP596 Pgst-4::GFP/RFP ratio, acrylamide-induced, 24 h. inhibition, % at 21.8 µM. 0.49% of 360,000 active;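 active = interference check ratio from 0.5 to 1.5 plus GFP to RFP signal ratio inhibition reaching or exceeding a fixed threshold, cut at about 30% in these data, passing the limit was not always enough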; note: some compounds called inactive have numbers as strong as hits
# Rin1 Abl inh: blocks binding of human Rin1 to Abl | AID 588664 | P00519+Q13671 | TR-FRET Rin1/Abl binding, biochemical | inhibition, % at 7.35 µM | 0.4% of 360,000 active; in the data active = inhibition above about 5%, passing the limit was not always enough
# Neddyl block: inhibitors of human cullin neddylation; P61081+Q13564; TR-FRET cullin neddylation, biochemical; calls only at 25 µM; 0.58% of 360,000 active; in the data active = inhibition above about 36%
# MsrA act: activators of bovine methionine sulfoxide reductase A; purified bovine MsrA, absorbance read-out; activation, % at 10.6 µM; 0.3% of 360,000 active; AID 602163; in the data active = activation above about 7.5%;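 note: 0% = vehicle and 100% = reference activator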
# FAS-TE inh: FAS thioesterase (human) inhibition | recombinant FAS-TE, OMFH fluorogenic substrate, fluorescence endpoint | P49327 | inhibition, % at 15 µM | 0.67% of 360,000 active | AID 602261;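 active = compounds whose normalised, plate-corrected inhibition of enzyme fluorescence in the single-dose primary screen is 50% or more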;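 note: 0% = DMSO with enzyme and 100% = substrate without enzyme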
# E coli Lon inh: inhibitors of E. coli Lon protease. P0A9M0. purified E. coli Lon protease, fluorescence polarization. inhibition, % at 7.94 µM. 0.42% of 360,000 active. AID 602123; in the data active = inhibition above about 13%, passing the limit was not always enough;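 note: 0% = enzyme with probe and DMSO and 100% = no enzyme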
# CendR NRP1 mod: alters CendR peptide binding to human NRP-1; 0.85% of 360,000 active; O14786; FAM-RPARPAR peptide binding to NRP-1, fluorescence polarization; inhibition, % at 25 µM;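 active = inhibition or corrected inhibition above about 18%, plus a signal ratio from 0.5 to 1.5, limit read from the data, passing the limit was not always enough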; note: strong numbers were not always called active
# MT1-MMP act inh: MT1-MMP (human) activation inhibition; P50281; HT1080 RFP-PRO-GFP cells, GFP/RFP ratio fluorescence, overnight; percent of plate control window, DMSO zero; GFP/RFP ratio change, % at 20 µM; 0.061% of 360,000 active; AID 651647;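 active = GFP/RFP ratio change of at least 30% with cell ATP level not reduced by more than half and red fluorescence within 50% of control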; note: strong numbers were not always called active
#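 Assay system: HT1080 RFP-PRO-GFP cells. Benchmarks: DMSO vehicle wells and RFP-L50D-GFP reporter cell wells. Times: overnight cell settling, then overnight compound exposure, 37 °C, 5% CO2. Compound: 20 µM single dose, 1% DMSO. Read-out basis: GFP/RFP fluorescence ratio.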
# The depositor's hits bear a star; i = inactive; / = not tested or not shown.
# The first 6 records as a preview:
SMILES,MsrA inh,SKN-1 block,Rin1 Abl inh,Neddyl block,MsrA act,FAS-TE inh,E coli Lon inh,CendR NRP1 mod,MT1-MMP act inh
COc1ccc(OC)c(C(=O)c2ccc(C(=O)N3CCCCC3)cc2)c1,-0.8,-11,-1,i,-3,-8,-3,0,-5
NC[C@H](Cc1ccccc1)NCCc1cc(C(F)(F)F)cc(C(F)(F)F)c1,0.4,2,2,i,-5,-17,0,16,0
Cc1cnc(C(=O)NC2CC(C)(C)Cc3c2cnn3-c2cccc(F)c2)cn1 (stereo not drawn),0.0,4,-1,i,-5,1,-1,2,-3
Cc1cc(Cl)ccc1N=c1ssnc1Cl,0.1,3,-4,i,-3,-2,16,14,-4
Cn1cc(S(=O)(=O)N2CCc3ccccc3C2)c(=O)n(C)c1=O,-0.3,-2,-7,i,-4,-8,-15,-6,12
CCn1ccnc1CN1CCN(CCC(C)C)C(CCO)C1 (stereo not drawn),-0.9,-8,-1,i,-2,-4,-1,-5,2

# Main list, from the first entry:
SMILES,MsrA inh,SKN-1 block,Rin1 Abl inh,Neddyl block,MsrA act,FAS-TE inh,E coli Lon inh,CendR NRP1 mod,MT1-MMP act inh
COc1ccc(OC)c(C(=O)c2ccc(C(=O)N3CCCCC3)cc2)c1,-0.8,-11,-1,i,-3,-8,-3,0,-5
NC[C@H](Cc1ccccc1)NCCc1cc(C(F)(F)F)cc(C(F)(F)F)c1,0.4,2,2,i,-5,-17,0,16,0
Cc1cnc(C(=O)NC2CC(C)(C)Cc3c2cnn3-c2cccc(F)c2)cn1 (stereo not drawn),0.0,4,-1,i,-5,1,-1,2,-3
Cc1cc(Cl)ccc1N=c1ssnc1Cl,0.1,3,-4,i,-3,-2,16,14,-4
Cn1cc(S(=O)(=O)N2CCc3ccccc3C2)c(=O)n(C)c1=O,-0.3,-2,-7,i,-4,-8,-15,-6,12
CCn1ccnc1CN1CCN(CCC(C)C)C(CCO)C1 (stereo not drawn),-0.9,-8,-1,i,-2,-4,-1,-5,2
CS(=O)(=O)N(CCc1ccccc1)CC(=O)NCc1ccc(Cl)cc1,0.2,4,1,i,-4,-6,-9,6,-1
O=C1C(Cc2ccc(O)cc2)NC(=S)N1c1ccccc1 (stereo not drawn),-0.8,7,2,i,1,-5,12,-3,-3
CSc1ncccc1C(=O)NNC(=O)c1ccc(NS(=O)(=O)c2cccs2)cc1,0.1,8,2,i,-10,-7,-7,3,-4
CCOC(=O)C1C(=O)NC(SCC(N)=O)=C(C#N)C1c1ccccc1OCC (stereo not drawn),-1.1,7,-3,i,-3,-15,-221,61,-230
Cc1ccc(S(=O)(=O)NNC(=O)c2sccc2-n2cccc2)cc1,1.0,8,-2,i,-1,2,3,12,3
CC(C)OC(=O)c1ccc(NC(=O)CSc2nc3ncccc3[nH]2)cc1,0.9,15,-1,i,-3,-8,-10,-10,-9
Cc1ccccc1OCCNCC(C)O (stereo not drawn),-0.2,13,9.0*,i,-17,-4,-5,6,/
O=C(Nc1ccc(Cl)c(Cl)c1)C1CCCCC1,0.2,-8,3,i,4,13,-5,17,-3
CCOC(=O)c1c(NC(=O)COC)sc(C)c1C,0.7,-1,3,i,-8,-1,-7,4,1
COCCNC(=S)N1CCc2cc(OC)c(OC)cc2C1COc1ccc(F)cc1 (stereo not drawn),-0.1,-9,-4,i,-4,19,-9,-3,5
N/C(=N\OC(=O)CN1C(=O)c2ccccc2C1=O)c1ccc(Br)cc1,-0.5,-3,0,i,-3,4,0,7,-1
CC1(C)C(=O)Nc2ccccc2N1C(=O)COC(=O)CNS(=O)(=O)c1ccc(Br)cc1Cl,-0.6,-7,1,i,-3,7,-8,12,2
CCN(C[C@H]1N[C@@](Cc2ccccc2)(C(=O)OC)[C@H]2C(=O)N(C)C(=O)[C@@H]12)C(=O)c1ccccc1,1.1,-3,-1,i,-4,-9,1,-3,2
CCC(C)C(NC(=O)c1ccccc1NC(=O)c1ccccc1)C(=O)N1CCOCC1 (stereo not drawn),-0.5,-5,0,i,-2,-11,-7,8,-3
CCC(C)NC(=O)Cn1cc(S(=O)(=O)N2CCN(c3ccccc3F)CC2)c2ccccc2c1=O (stereo not drawn),1.6,6,1,i,3,10,-7,2,-1
CC(=O)NC12CC3CC(C1)CC(C(=O)N1CCN(S(=O)(=O)c4ccccc4C#N)CC1)(C3)C2,2.1,-13,6,i,-2,-8,-4,-6,0
Cc1cc2cc(C)c(NCCNC(=O)c3cccc(F)c3)nc2cc1C,1.7,5,-1,i,2,-1,3,-3,-1
CC(C)(C)C(=O)N(Cc1ccc(Cl)cc1)c1cnccn1,1.1,-5,3,i,-7,-2,-1,3,1
COc1cc(OC)cc(-c2nnc(SCC(=O)Nc3cccc(C(=O)O)c3)s2)c1,0.6,0,-1,i,-1,-4,6,-20,-2
CC(=O)c1c(C)[nH]c(C(=O)OCC(=O)c2c[nH]c3ccccc23)c1C,-0.3,1,2,i,-1,-2,-3,-12,1
Cc1occc1C(=O)N/N=C/c1c[nH]c2ccccc12,/,3,2,i,3,-4,-1,2,10
CCOc1ccc(S(=O)(=O)NN=C(C)c2cccnc2)cc1,-0.9,-6,0,i,-5,-2,-10,12,-1
O=C1NCCN(CC2CCN(CCc3ccc(Cl)c(Cl)c3)CC2)C1=O,0.9,-3,-5,i,-5,-10,-4,-11,3
COc1ccc(CN(C)C[C@H]2OCCCC[C@@H](C)Oc3ccc(NC(=O)c4ccccc4)cc3C(=O)N([C@H](C)CO)C[C@@H]2C)cc1,1.3,-17,2,i,-3,3,-1,-2,-2
COC(OC)C1(C)C(C#N)=C(N)Oc2c1c(=O)oc1ccccc21 (stereo not drawn),1.7,3,2,i,-12,-6,2,4,-4
COc1ccc(C(CNC(=O)CSc2ccc(Br)cc2)N2CCOCC2)cc1 (stereo not drawn),0.0,5,5,i,-3,5,3,9,7
CN(Cc1c(C(=O)N/N=C/c2cc(F)ccc2F)nnn1-c1nonc1N)C1CCCCC1,0.1,2,3,i,0,-6,0,1,3
CC(C)[C@H](NC(=O)C1CCN(S(=O)(=O)c2ccccc2)CC1)C(=O)NCc1ccncc1,0.7,15,2,i,-3,-5,-3,-2,-1
O=C(NCCc1ccccc1)C1CCN(C(=O)c2sccc2-n2cccc2)CC1,-0.2,1,0,i,3,-8,-10,-2,2
Cc1ccn2c(Cc3ccccc3)c(-c3ccccc3)nc2c1,1.0,-2,-1,i,-5,6,-5,-2,-4
Cc1cnc(NC(=O)COc2ccc3c(c2)CCC3)s1,0.1,-11,1,i,2,4,-1,23,-1
CCC(C)Nc1ccc(NC(C)CC)cc1 (stereo not drawn),/,36,-2,i,-3,-1,8,-16,24
O=C(NN1C(=O)C2C3C=CC(C3)C2C1=O)c1ccccc1 (stereo not drawn),1.4,7,-1,i,-6,-1,-5,1,-1
O=C(NN1C(=O)C2C3c4ccccc4C(c4ccccc43)C2C1=O)c1ccc(Cl)cc1 (stereo not drawn),-0.6,2,0,i,0,5,9,17,1
CCN(Cc1ccccc1)C(=O)CN1C(=O)c2ccccc2S1(=O)=O,-0.3,-12,0,i,0,0,-12,-1,2
Cc1nc(-c2cccc(NC(=O)COc3ccc(Cl)cc3)c2)cs1,0.4,4,1,i,-3,19,-3,14,-1
CC1(C)CC(=O)C(C(C#Cc2ccccc2)C2=C(O)CC(C)(C)CC2=O)=C(O)C1,0.8,7,-2,i,-1,-6,4,0,3
OCCCNc1ncnc2c1ncn2[C@H]1CN(Cc2ccc(-c3ccccc3)cc2)C[C@@H](CO)O1,-0.8,-4,19*,i,-5,-6,-4,-12,-1
N=c1occ(C(=O)c2cc(F)ccc2O)cc1C(=O)NC1CCCCC1,4.9*,-5,4,i,-2,0,-1,0,-5
COc1ccc2nc(NC(=O)C34CC5CC(CC(NC(C)=O)(C5)C3)C4)sc2c1,1.5,6,0,i,-11,-1,10,5,8
Cc1ccc(S(=O)(=O)N2CCN(C)CC2)c(C)c1N(C)S(=O)(=O)c1ccc(Cl)cc1,-0.2,-4,-1,i,-13,4,-5,17,-2
CC(=O)Oc1cccc(N2C(=O)C3CC=C(Cl)CC3C2=O)c1 (stereo not drawn),0.0,9,-5,i,1,-10,0,20,1
COc1cc(C2c3[nH]c4ccccc4c3C[C@H]3C(=O)N(CCO)CC(=O)N23)cc(OC)c1OC (stereo partly drawn),0.4,-4,-1,i,-2,-4,4,-4,2
COc1ccc(NC(=O)Nc2ccc3c(c2)C(=O)N([C@H](C)CO)C[C@H](C)[C@@H](CN(C)S(=O)(=O)c2ccc(F)cc2)O3)cc1,-0.9,-8,4,i,-8,-2,1,15,1
CCOc1cc(C=O)cc(Cl)c1OCC(N)=O,1.1,11,-3,i,-3,-3,-7,7,0
Oc1oc(-c2ccco2)nc1C=Nc1cccc(Cl)c1,0.8,6,2,i,-9,21,-1,-22,-2
CCOC(=O)N/N=C(/C)c1ccc([N+](=O)[O-])o1,1.0,2,-6,i,-3,-6,-1,3,-4
CC(C)CC(=O)Nc1ccccc1N1CCOCC1,1.6,9,1,i,1,0,4,5,2
COCCOC(=O)c1c(C)oc2ccc(NS(=O)(=O)c3ccc(F)cc3)cc12,1.8,-2,-4,i,3,15,-4,-8,3
N/C(Cc1ccc(Cl)cc1Cl)=N\OC(=O)c1ccc(Br)o1,-0.5,-4,0,i,-2,-2,-1,-3,1
CCCn1ccnc1SCC(=O)Nc1c(C)n(C)n(-c2ccccc2)c1=O,0.9,-12,4,i,-3,-7,-4,0,-2
COc1ccc(S(=O)(=O)N2CCCCC2)cc1NC(=O)CN(C)C1CCCCC1,2.0,-9,4,i,4,19,-13,12,-6
CC1(C)OC(=O)C(=CNc2cccc(C(=O)O)c2)C(=O)O1,3.1,-2,0,i,-7,-4,3,-2,8
CC(=O)Nc1ccc(S(=O)(=O)NNC(=O)c2ccc(S(=O)(=O)N3CCCCC3)cc2)cc1,-0.3,-10,-2,i,-4,-10,13,-2,-1

# Following part
SMILES,MsrA inh,SKN-1 block,Rin1 Abl inh,Neddyl block,MsrA act,FAS-TE inh,E coli Lon inh,CendR NRP1 mod,MT1-MMP act inh
C=C(C)CN(CC)C(=O)CN1C(=O)NC2(CCCc3ccccc32)C1=O (stereo not drawn),-0.6,-15,0,i,-10,-4,-4,0,-1
COc1ccc(NC(=O)CCCn2cc([N+](=O)[O-])cn2)cc1,-0.5,1,-1,i,-5,9,-2,3,0
Nc1ccc(CCCC(=O)NCc2cccnc2)cc1,-1.2,-2,2,i,0,-8,-13,-9,0
COC(=O)NNC(=O)c1ccc(Cl)cc1Cl,1.7,4,1,i,-2,-8,-3,1,5
CCOC(=O)c1c(NC(=S)N2CCOCC2)sc(C)c1C,-0.7,9,3,i,-3,7,-3,16,-1
COc1cccc(CNS(=O)(=O)c2cc(CN3C(=O)c4cccnc4C3=O)ccc2OC)c1,0.6,18,1,i,-4,-6,-9,11,-3
CCn1c(-c2ccc3[nH]c(C)c(C)c3c2)n[nH]c1=S,0.2,3,5,i,-2,-6,-7,-5,11
O=C(Nc1cccc(S(=O)(=O)Nc2ccccc2F)c1)c1ccc2ccccc2n1,0.9,6,0,i,-9,19,0,13,-2
COc1ccc(NS(=O)(=O)c2cc(NC(=O)CC(C)(C)C)ccc2N2CCCC2)cc1,0.0,1,-2,i,-1,10,-4,-16,1
COc1ccccc1C(=O)NCC(=O)N/N=C/c1cc(Br)ccc1OCc1ccccc1,1.1,-3,-1,i,-9,38,-9,2,6
O=C(Nc1ccc(F)cc1)c1ccccc1NC(=O)C1CCCCC1C(=O)O (stereo not drawn),0.8,-25,4,i,-7,-4,4,-1,-5
Cc1cccc(NC(=O)CNC(=O)COC(=O)CCS(=O)(=O)c2ccccc2)c1C,-1.1,2,1,i,5,-6,-14,14,-5
COc1ccc(C)cc1NC(=O)CCNS(=O)(=O)c1cccc(C(F)(F)F)c1,-1.4,-3,0,i,-1,8,4,-4,3

# Source: PubChem
